# Source: PubChem
# LDHA inh: LDHA (human) enzyme inhibition | P00338 | purified LDHA, NADH/diaphorase-resazurin fluorescence; active compounds read low | activity change, % (values are at about 110 or 230 µM) | 480,000 tested, 0.15% active | AID 1347041; in the data active = activity change below about -30%; inconclusive = mostly about -25% to -30%;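 note: plate controls were DMSO wells for no effect and wells without enzyme for full effect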
#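 Resorufin fluorescence (ex540/em590), read at 0 and 20 min after diaphorase/resazurin addition, reports the NADH left after a 5 min room-temperature reaction of 2 nM human LDH5 with 0.06 mM NADH and 0.2 mM pyruvate.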
# Glioma ERSR ind: ER stress response induction in glioma | U87-MG GRP78 promoter luciferase reporter, 16 h | Potency, µM, for inactives: top-dose activation, usual class: activators | 420,000 tested, 0.02% active | AID 602332; note: potency is the fitted concentration of half-maximal effect; series mostly up to about 76 µM; % of control where 0% means no effect; nearly all actives have a fitted effect of over 35% in size
#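 Stably transfected U87-MG glioma cells carrying a GRP78-based luciferase sensor; 16 h compound incubation. Luminescence end-point read 10 min after Bright-Glo addition at room temperature.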
# TrxR1 substrate: is turned over as a substrate by rat TrxR1; O89049; purified TrxR1 substrate turnover, NADPH consumption readout; Potency, µM (series often up to 114 µM), for the others: at the top dose activity change, negative = substrate turnover; 390,000 tested, 0.01% active; AID 588456; note: potency is the fitted concentration of half-maximal effect; % is set by controls: 0 for no effect and ±100 for the full control effect; nearly all actives have a fitted effect of over 50% in size
# Target sequence (O89049 whole entry, looked up): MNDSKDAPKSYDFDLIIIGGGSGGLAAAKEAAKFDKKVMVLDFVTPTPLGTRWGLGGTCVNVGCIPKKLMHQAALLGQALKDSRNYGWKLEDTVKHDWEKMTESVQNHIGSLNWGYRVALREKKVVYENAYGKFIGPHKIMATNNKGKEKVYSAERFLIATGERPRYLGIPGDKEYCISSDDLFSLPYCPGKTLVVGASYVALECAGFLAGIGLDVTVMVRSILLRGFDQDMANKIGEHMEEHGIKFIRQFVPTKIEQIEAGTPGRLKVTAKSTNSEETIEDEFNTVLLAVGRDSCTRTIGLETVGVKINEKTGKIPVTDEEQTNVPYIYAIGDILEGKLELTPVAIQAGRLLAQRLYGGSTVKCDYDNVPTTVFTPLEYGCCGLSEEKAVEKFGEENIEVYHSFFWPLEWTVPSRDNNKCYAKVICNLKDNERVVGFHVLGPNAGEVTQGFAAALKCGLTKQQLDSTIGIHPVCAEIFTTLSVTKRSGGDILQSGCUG
#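 Rat TrxR1, dispensed at 90 nM, was prereduced with 400 uM NADPH (final) for 5 min at ~22 deg C, then incubated with compound 15 min before 400 uM selenite. A first-read NADPH fluorescence drop versus no-compound background flagged substrates.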
# RGS4 inhibitor: inhibitors of human regulator of G protein signaling 4 | 390,000 tested, 0.039% active | Potency, µM (highest dose often 114 µM), inactives show at the top dose activity change, negative = inhibition, most hits filed as inhibitors | P49798 | Transcreener GDP fluorescence polarization, RGS4-accelerated GTP hydrolysis; note: potency is the fitted concentration of half-maximal effect; % is set by controls: 0 for no effect and ±100 for the full control effect; nearly all actives have a fitted effect of over 75% in size; some results filed as inactive show a strong effect at the top dose
# Target sequence (P49798 whole entry, looked up): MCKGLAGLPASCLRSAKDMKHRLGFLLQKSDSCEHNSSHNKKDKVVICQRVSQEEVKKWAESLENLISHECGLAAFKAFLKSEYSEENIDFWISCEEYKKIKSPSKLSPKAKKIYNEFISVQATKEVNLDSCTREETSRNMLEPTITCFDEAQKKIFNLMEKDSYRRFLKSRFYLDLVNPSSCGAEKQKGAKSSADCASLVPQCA
#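 MLSMR compounds (23 nl, pin-transferred) preincubated 10 min at room temperature with a 500nM (2x) first reagent, then RGS4 at 900nM (2x) plus Transcreener GDP mix added; fluorescence polarization (620/688 nm) read before and after 90 min at 30 °C.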
# rTrxR1 inhibitor: rat TrxR1 inhibition; O89049; recombinant rTrxR1, NADPH fluorescence consumption, selenite substrate; Potency, µM (doses to about 114 µM), inactives show at the top dose activity change, negative = inhibition, most hits filed as inhibitors; 390,000 tested, 1% active; AID 588453; note: potency is the fitted concentration of half-maximal effect; % is set by controls: 0 for no effect and ±100 for the full control effect; nearly all actives have a fitted effect of over 65% in size
#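 Rat TrxR1 (90 nM in the dispensed reagent) was pre-reduced with 400 uM NADPH for 5 min at room temperature, then incubated with compound for 15 min. After 400 uM selenite was added, NADPH fluorescence (Ex 340/Em 450 nm) was followed for 8 min.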
# Vif-A3F inh: Vif-A3F binding inhibition | 390,000 tested, 0.2% active | Potency, µM (top dose mostly 46.1 µM), without a hit: at the top dose activity, negative = active | HeLa A3F-eYFP + Vif (tagged APOBEC3F with the HIV-1 protein that degrades it), YFP fluorescence increase | AID 602313; note: potency is the fitted concentration of half-maximal effect; % of control where 0% means no effect; nearly all actives have a fitted effect of over 65% in size
#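 HeLa cells stably expressing Vif plus C-terminally eYFP-tagged A3F were seeded, incubated overnight at 37 deg C, dosed with compound, incubated overnight again at 37 deg C. Yellow fluorescence (Ex 488/Em 500-530) reported blocked Vif-mediated A3F-eYFP degradation.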
# IDH1 R132H inh: blocks human mutant IDH1 R132H enzyme; AID 602179; 390,000 tested, 0.093% active; Potency, µM (series often up to 76.6 µM), inactives show at the highest dose activity change, negative = inhibition, usual class: inhibitors; IDH1-R132H enzyme, NADPH consumption, diaphorase/resazurin fluorescence; note: potency is the fitted concentration of half-maximal effect; % is set by controls: 0 for no effect and ±100 for the full control effect; nearly all actives have a fitted effect of over 65% in size
# Target sequence (O75874 whole entry R132H, stated change not applied): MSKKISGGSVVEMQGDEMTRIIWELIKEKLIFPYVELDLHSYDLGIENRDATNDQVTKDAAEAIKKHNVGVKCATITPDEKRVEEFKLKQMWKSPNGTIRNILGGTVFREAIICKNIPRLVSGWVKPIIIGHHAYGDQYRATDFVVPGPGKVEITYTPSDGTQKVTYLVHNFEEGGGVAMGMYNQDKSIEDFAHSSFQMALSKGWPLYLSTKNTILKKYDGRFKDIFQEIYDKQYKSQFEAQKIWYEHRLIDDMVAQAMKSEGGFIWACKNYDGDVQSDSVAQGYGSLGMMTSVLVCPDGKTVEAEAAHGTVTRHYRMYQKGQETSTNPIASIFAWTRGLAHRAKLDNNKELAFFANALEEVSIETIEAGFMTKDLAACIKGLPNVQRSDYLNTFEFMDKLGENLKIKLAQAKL
#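 IDH1-R132H (0.5 ug/mL dispensed) in pH 7.5 Tris buffer was preincubated 30 min with compound, then given a substrate mix of 0.016 mM NADPH and 2 mM alpha-KG for 80 min at room temperature; remaining NADPH was read by diaphorase/resazurin fluorescence.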
# USP1 inh: USP1/UAF1 (human) deubiquitinase inhibition | O94782 | recombinant USP1/UAF1, Ub-Rhodamine cleavage fluorescence | Potency, µM (highest dose often 57.1 µM), for inactives: at the top dose activity change, negative = inhibition, hits mostly inhibitors | 390,000 tested, 0.23% active | AID 743255; note: potency is the fitted concentration of half-maximal effect; % is set by controls: 0 for no effect and ±100 for the full control effect; nearly all actives have a fitted effect of over 60% in size; inactives centre near -12
#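 In this screen, compounds sit with the deubiquitinase complex (1nM) for 15 min at room temperature before Ub-Rho is added at 150nM final. Fluorescence rise is then followed for 6 reads every 60 seconds.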
# Vif-A3G inh: Vif-A3G binding inhibition; Q9HC16; HeLa A3G-eYFP + Vif (tagged APOBEC3G with the HIV-1 protein that degrades it), YFP fluorescence, overnight; Potency, µM (series often up to 46.1 µM), for inactives: top-dose activity, negative = active, actives largely listed as inhibitors; 410,000 tested, 0.076% active; AID 602310;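 note: potency is the fitted concentration of half-maximal effect; % is set by controls: 0 for no effect and ±100 for the full control effect; nearly all actives have a fitted effect of over 60% in size; hits raise eYFP signal because A3G escapes Vif-driven loss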
#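 HeLa cells stably expressing Vif and C-terminally eYFP-tagged A3G, seeded overnight at 37 deg C, then exposed to compound by pintool overnight at 37 deg C. Rise in yellow fluorescence (Ex 488/Em 500-530, Acumen) marks blocked Vif-driven A3G degradation.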
# Starred values were filed as active, the others as inactive; ? = inconclusive; / = not tested or not shown; & = joins results of further samples; [ ] = remark or other dose. Unless noted, calls come from the whole dose curve; as a rule, active = well fitted curve in the direction sought with a large enough effect; inconclusive = small, poorly fitted or top-dose-only effect, or another doubt; inactive = no such curve, though single readings can be large; an effect the other way counts as inactive or inconclusive. Only part of the results is shown (hit frequency here may not be typical).
SMILES,LDHA inh,Glioma ERSR ind,TrxR1 substrate,RGS4 inhibitor,rTrxR1 inhibitor,Vif-A3F inh,IDH1 R132H inh,USP1 inh,Vif-A3G inh
Cn1c(C(=O)NCCCN2CCc3ccccc3C2)cc2c(=O)n(C)c3ccccc3c21,13,-4%,14%,-28%,-1%,-3%,14%,?,3%
CCC(C)NC(=O)c1ccc(N2CC3CC(C2)c2cccc(=O)n2C3)c(NC(=O)c2ccc(Br)o2)c1 (stereo not given),-2,-8%,-2%,-8%,5%,7%,8%,-7%,0%
O=C(Nc1ccc(Cl)cc1)N(Cc1nnc2n1CCCCC2)c1ccccc1,3,-1%,2%,30%,-7%,-2%,18%,4%,-1%
CCCCn1nnnc1NCc1cccs1,-8,-3%,0%,22%,13%,0%,0%,1%,1%
CSc1cccc(NC(=O)COC(=O)c2ccccn2)c1,3,2%,8%,-23%,9%,0%,7%,-9%,2%
COCCn1c(C)cc(O)c(C(c2ccc(Cl)cc2)N2CCN(c3ccccc3)CC2)c1=O (stereo not given),0,-2%,8%[57.1 µM],8%,?,0%,-9%,4%,1%
COCCNC(=O)c1cc2cc3ccc(OC)cc3nc2o1,-3,-1%,868%[activator],-1%,71µM*,2%,15%,-26%,0%
Cc1cc(C)cc(C(=O)NC(CC(N)=O)c2ccc(NC3CCCC3)c([N+](=O)[O-])c2)c1 (stereo not given),-2,-4%,4%,-12%,13%[57.1 µM],6%,4%,-7%,-3%
O=C(O)C1CC=CCC1C(=O)NCCc1csc(-c2ccccc2)n1 (stereo not given),-3,1%,-1%[57.1 µM],23%,-6%[57.1 µM],-9%,0%,-2%,-3%
CC(C)N(CCNS(=O)(=O)c1ccc(Cl)cc1)C(C)C,0,1%,-2%,-17%,2%,-2%,1%,-15%,0%
O=C(CCCC1=NS(=O)(=O)c2ccccc2N1)NCCc1ccc(Cl)cc1,-2,0%,-3%,18%[11.4 µM],7%,2%,0%,-22%,3%
CS(=O)(=O)c1ccc(-c2nn[nH]n2)cc1,-3,-6%,-8%,-18%[11.4 µM],-12%,11%,0%,-24%,13%
CCC(=O)C1CCCN(C(=O)CCc2nnc(-c3ccc4c(c3)OCO4)o2)C1 (stereo not given),-4,0%,-8%,31%[56.9 µM],-18%,4%,-1%,-13%,1%
COc1ccc(S(=O)(=O)N(C)CC(=O)NCCN2CCOCC2)cc1Cl,-5,2%,-6%[57.1 µM],-16%,12%[0.0914 µM],-6%,-2%,-14%,-2%
Cc1cc(C)c(C)c(SCC(=O)Nc2oc(C)c3c(C)n[nH]c(=O)c23)c1C,6,-4%,-4%,-17%,3%,2%,-2%,0%,3%
Cc1cc(S(=O)(=O)Nc2ccc3oc4c(c3c2)CCCC4)ccc1Cl,-1,-10%,5%,-14%,41%[activator],10%,-6%,-12%,-17%
CC(=O)N1CCc2c(sc3c2c(=O)n(-c2ccccc2)c(=O)n3CC(=O)c2ccc(F)cc2)C1,3,-1%,-4%,-2%,11%,-12%,-8%,-21%,2%
CC1C(=O)CC(c2ccccc2)N(C)C1c1ccccc1 (stereo not given),1,-3%,-12%,3%,-8%,-6%,7%,-8%,3%
CCn1cc([N+](=O)[O-])c(C(=O)N2N=C3/C(=C/c4cccs4)CCCC3C2c2cccs2)n1 (stereo not given),4,-4%,-5%,-20%,-5%,-6%,1%,-7%,1%
NC(=O)NOCc1ncc(C(F)(F)F)cc1Cl,-8,-4%,3%,0%,6%,-4%,1%,-14%,1%
Cc1ccc(S(=O)(=O)N2[C@@H](c3ccc(Br)cc3)C(C(=O)O)=C[C@H]2C(C)(C)C)cc1,-5,-3%,-1%,4%,-6%,3%,1%[38.3 µM],-16%,3%
Cc1ccc(NC(=O)CN(C)C(=O)c2ccc(NS(=O)(=O)c3ccc4[nH]c(=O)[nH]c4c3)cc2)cc1,-7,1%,-3%,7%,3%,-13%,-25%,-1%,-2%
Cc1nn(-c2ccccc2)c(Cl)c1/C=C(/CC(=O)O)c1nc2ccccc2s1,-6,3%,-1%,-6%,0%,-4%,-4%,-14%,3%
COC(=O)CNC(=O)CN(c1ccc(OC)cc1OC)S(=O)(=O)c1ccccc1,-11,0%,2%,9%,6%,-1%,-2%,-1%,-1%
COc1ccc(N(CC(=O)Nc2ccc3c(c2)OCCO3)S(=O)(=O)c2cccc(C)c2)cc1,-8,4%,-9%[57.1 µM],-7%,9%,2%,0%,-10%,-1%

# Only Vif-A3F inh and USP1 inh, for 2 of the compounds above:
canonical_smiles	Vif-A3F inh	USP1 inh
Cn1c(C(=O)NCCCN2CCc3ccccc3C2)cc2c(=O)n(C)c3ccccc3c21	-3%	?
CCC(C)NC(=O)c1ccc(N2CC3CC(C2)c2cccc(=O)n2C3)c(NC(=O)c2ccc(Br)o2)c1 (stereo not given)	7%	-7%

# (more compounds)
SMILES,LDHA inh,Glioma ERSR ind,TrxR1 substrate,RGS4 inhibitor,rTrxR1 inhibitor,Vif-A3F inh,IDH1 R132H inh,USP1 inh,Vif-A3G inh
CSc1nsc(SCC(=O)Nc2cccc(C(=O)O)c2)n1,-5,-2%,8%,-13%,18%,-3%,5%,1%,1%
CCNC(=S)N(CCN(CC)CC)Cc1cc2cc3c(cc2[nH]c1=O)OCCO3,0,-2%,36%[activator],4%,-23%,1%,-7%,-10%,-5%
COc1ccc(C(=O)O)cc1S(=O)(=O)N(CCc1ccccc1)Cc1ccccc1,-4,-3%,-5%,4%[11.4 µM],9%,3%,-2%,-18%,-5%
O=C(CSc1nnnn1C1CCCC1)N1CCCCC1,2,-7%,3%,10%,5%,-3%,-5%,-13%,1%
O=C(Nc1ccc2c3c(cccc13)CC2)c1ccccc1,-1,2%,/,/,/,0%,20%,-18%,-8%
O=[N+]([O-])c1cc(Cl)ccc1NCCc1ccccn1,5,-1%,0%[57.1 µM],4%,-1%[57.1 µM],?,5%,-9%,-7%
Cc1ccc(-n2ncc3c2CC(C)(C)CC3NC(=O)c2cc[n+]([O-])cc2)cc1 (stereo not given),-9,-4%,10%,18%,19%,-19%,7%,-5%,0%
O=C(Nc1ccc(N2CCN(C(=O)c3cccs3)CC2)cc1)c1ccc(F)cc1,-9,-2%,-2%,12%,13%,-11%,0%,2%,2%
COc1ccc(Cl)cc1NC(=O)c1noc(C)c1[N+](=O)[O-],5,3%,8%,-25%,22%,0%,-2%,-22%,1%
O=C(Nc1ccccc1)N1CCNCC1,-12,-2%,-3%,-7%,-3%,0%,2%,-9%,-12%
CCOc1ccccc1CNS(=O)(=O)c1cnc(N)nc1,-3,-3%,5%[57.1 µM],16%,19%[57.1 µM],-9%,1%,-3%,-4%
COc1cc2c(cc1OC)CN(C(=O)Cc1c(F)cccc1Cl)CC2,-2,1%,5%,-35%,20%,14%,-1%,-11%,-6%
COc1ccc2c(c1)C(=O)N(c1ccc(C)cc1C)C(=O)C2,0,-1%,23%,0%,26%,?,9%,?,?
CNC(=O)COc1ccc(NC(=O)c2ccc(-c3nn(C)c(=O)c4ccccc34)cc2)cc1,-7,1%,1%,-22%,11%,0%,-1%,-34%,-5%
CC(=O)OCCNC(=O)c1cc2ccccc2oc1=O,-3&12,8%,16%[57.1 µM],-26%,25%[57.1 µM],0%,-2%,-15%,-5%
Cc1cc(C)nc(NC(=O)C(C)N2C(=O)c3ccccc3C2=O)n1 (stereo not given),-4,-3%,2%,-24%[56.9 µM],0%,0%,4%,-1%,-4%
COc1ccccc1CNC(=O)C1COc2ccccc2O1 (stereo not given),-4,6%,-3%,6%,-9%,4%,3%,-20%,2%
O=C(Nc1ccccc1)N1CCC(C(=O)N2CCN(S(=O)(=O)c3cccc(F)c3)CC2)CC1,0,-1%,6%[57.1 µM],16%,6%[57.1 µM],-8%,7%,-10%,-5%
CC(C)Oc1ccc(C(CC(=O)O)n2cnnn2)cc1 (stereo not given),-15,-1%,0%[57.1 µM],2%,2%[57.1 µM],-11%,-15%,-10%,0%
COc1ccc(C(=O)NCC(=O)OCC(=O)c2ccccc2Br)cc1OC,-2,-3%,/,/,/,-5%,-1%,-14%,3%
COC(=O)c1nc2n(n1)C(c1ccc(OC)c(OC)c1OC)C1=C(CCCC1=O)N2 (stereo not given),-5,-2%,-13%,-7%,-17%,-1%,10%,-18%,6%
O=S(=O)(c1ccccc1)c1nc(-c2ccccc2)oc1NCCCN1CCOCC1,-2,-4%,-7%,14%,?,0%,3%,-23%,0%
COc1ccc(Cc2nnc(SCC(=O)Nc3ccc(N4CCOCC4)cc3)o2)cc1,-8,-2%,1%,-15%,8%,-13%,8%,-5%,1%
CCCNC(=O)C1CCN(S(=O)(=O)c2ccc(-c3nn[nH]n3)cc2)CC1,-7,-3%,6%,-1%,25%,5%,3%,5%,1%

# As entered above:
# Value for Cc1ccc(S(=O)(=O)N2[C@@H](c3ccc(Br)cc3)C(C(=O)O)=C[C@H]2C(C)(C)C)cc1 under Vif-A3F inh: 3%
# Value for Cc1ccc(-n2ncc3c2CC(C)(C)CC3NC(=O)c2cc[n+]([O-])cc2)cc1 (stereo not given) under LDHA inh: -9
# Value for COc1ccc(Cc2nnc(SCC(=O)Nc3ccc(N4CCOCC4)cc3)o2)cc1 under Glioma ERSR ind: -2%
# Value for CCCCn1nnnc1NCc1cccs1 under rTrxR1 inhibitor: 13%
